GLP1R inv ag – GLP-1 receptor (human) inverse agonism. P43220. HEK293 GLP-1R CRE-luciferase, luminescence, 24 h; GLP-1R form is constitutively active. Potency, µM (titrated, usually from 38.3 µM), without a hit: at the highest dose activity change, negative = inhibition, actives largely listed as inhibitors. 1.6% of 410,000 active. AID 624417; further: potency means the concentration at half of the fitted maximal effect; on the % scale 0 is the no-effect control and ±100 the full control effect; nearly all actives have a fitted effect of over 55% in size
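Inverse agonism was detected as reduced cAMP-driven luciferase luminescence after 24 h compound treatment. The cells were HEK293 clones expressing constitutively active human GLP-1R with the reporter. Reporter-only and GPR119 cell lines served as counterscreen controls.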
GLP1R ag – GLP-1 receptor (human) agonism | HEK293 GLP-1R CRE-luciferase, luminescence, 4-6 h; cells express a hypersensitive GLP-1R form | Potency, µM (doses to about 45.6 µM), inactives show top-dose activation, usual class: activators | AID 624172 | 0.007% of 380,000 active | P43220; further: potency means the concentration at half of the fitted maximal effect; % of control where 0% means no effect
D3 antag – blocks the human D3 dopamine receptor; max response, negative = inhibition, %; D3R cells, DiscoveRx beta-arrestin luminescence, antagonist mode; hits give low values; 2.5% of 360,000 active; P35462; in the data active means max response below about -50%; inconclusive means no clear call, values can overlap the other calls; further: on the % scale 0 is the no-effect control and ±100 the full control effect; mostly tested at two doses, the higher about 12 µM
Target sequence (P35462 whole entry, looked up): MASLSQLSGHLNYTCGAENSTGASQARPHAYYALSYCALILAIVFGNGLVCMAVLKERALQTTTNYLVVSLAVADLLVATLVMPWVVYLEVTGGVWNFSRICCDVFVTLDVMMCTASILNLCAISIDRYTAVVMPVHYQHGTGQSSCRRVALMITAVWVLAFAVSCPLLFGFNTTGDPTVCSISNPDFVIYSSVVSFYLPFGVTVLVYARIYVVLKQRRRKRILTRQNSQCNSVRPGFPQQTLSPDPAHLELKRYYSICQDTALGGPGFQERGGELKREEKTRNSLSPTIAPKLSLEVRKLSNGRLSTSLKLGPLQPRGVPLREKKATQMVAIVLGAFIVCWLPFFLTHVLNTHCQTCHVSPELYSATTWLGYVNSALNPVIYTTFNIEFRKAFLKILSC
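Cells plated overnight at 1500 cells/well, then exposed to library compounds with dopamine controls for 90 minutes at 37 degrees C. DiscoveRx reagent added for 30–60 minutes at room temperature; luminescence read, quantitative HTS format.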
pAkt inh – blocks phosphorylation of Akt; activity change, % for hits at 50 µM; 0.32% of 360,000 active; AID 651550; Neuro2A IGF-stimulated pAkt S473 HTRF, 20 min; hits give low values; in the data active means activity change below about -80%; inconclusive means mostly about -51% to -80%; further: on the % scale 0 is the no-effect control and ±100 the full control effect
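Single-point screen (50 µM final compound) in Neuro2A cells stimulated 20 min with 6 nM IGF at 37 deg C. After lysis, Ser473-phosphorylated Akt read by HTRF (ex 330 nm, em 615/665 nm) as the 665/615 ratio.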
TDP-43 yeast inh – rescues yeast growth from TDP-43 toxicity | TDP-43 expressing yeast growth rescue, BacTiter-Glo, 24 h | Potency, µM (top dose mostly 46.1 µM), inactives show at the highest dose growth rescue (activation), hits mostly activators | 1.8% of 410,000 active | AID 652104; further: potency means the concentration at half of the fitted maximal effect; % of control where 0% means no effect; nearly all actives have a fitted effect of over 50% in size
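In this qHTS, compounds that restore growth of yeast expressing TDP-43 appear as activators. Cells (OD600=0.02, galactose medium, raffinose-pregrown) are incubated with compound 24 hr at 30 deg C and growth is quantified by BacTiter-Glo.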
FUS suppressor – rescues growth of FUS-expressing yeast; S. cerevisiae FUS-expressing, growth rescue, OD600, 24 h; Potency, µM (highest dose often 76.6 µM), inactives show top-dose growth rescue (activation), most hits filed as activators; 0.24% of 390,000 active;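 further: potency means the concentration at half of the fitted maximal effect; plate controls were DMSO vehicle for no effect and reference control for full effect; nearly all actives have a fitted effect of over 55% in size; some results filed as inactive show a strong effect at the top dose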
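Absorbance at 600 nm, taken 24hr after compound addition, measured rescue of FUS-yeast growth at 30C. Induction used 2% galactose with seeding at OD 0.005. Controls: CP55940 from 92uM final, DMSO only.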
Abeta yeast res – compounds reversing amyloid beta toxicity in yeast; AID 1347071; 0.063% of 410,000 active; Potency, µM (highest dose often 46.1 µM), inactives show top-dose growth rescue, most hits filed as activators; yeast expressing A-beta42, growth rescue, OD600, 48 h; response scale: 0% DMSO, 100% iron-clioquinol control; further: potency means the concentration at half of the fitted maximal effect; nearly all actives have a fitted effect of over 55% in size
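Yeast growth medium received pinned compounds, then yeast cells expressing toxic A-beta were added; plates incubated at 30 C for 48 hr. Growth read as absorbance at 600 nm, normalized to DMSO and equimolar FeCl3 plus clioquinol controls.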
PTHR1 agonist – activates the human parathyroid hormone receptor PTHR1; Q03431; HEK293 GP2 PTHR1 cells, GloSensor cAMP luminescence, 1 h; Potency, µM (series often up to 115 µM), inactives show at the top dose activation, actives largely listed as activators; 0.075% of 410,000 active; AID 743266; further: potency means the concentration at half of the fitted maximal effect; nearly all actives have a fitted effect of over 55% in size; some results filed as inactive show a strong effect at the top dose; inactives centre near -15; many of its hits are not listed in these tables
Target sequence (Q03431 whole entry, looked up): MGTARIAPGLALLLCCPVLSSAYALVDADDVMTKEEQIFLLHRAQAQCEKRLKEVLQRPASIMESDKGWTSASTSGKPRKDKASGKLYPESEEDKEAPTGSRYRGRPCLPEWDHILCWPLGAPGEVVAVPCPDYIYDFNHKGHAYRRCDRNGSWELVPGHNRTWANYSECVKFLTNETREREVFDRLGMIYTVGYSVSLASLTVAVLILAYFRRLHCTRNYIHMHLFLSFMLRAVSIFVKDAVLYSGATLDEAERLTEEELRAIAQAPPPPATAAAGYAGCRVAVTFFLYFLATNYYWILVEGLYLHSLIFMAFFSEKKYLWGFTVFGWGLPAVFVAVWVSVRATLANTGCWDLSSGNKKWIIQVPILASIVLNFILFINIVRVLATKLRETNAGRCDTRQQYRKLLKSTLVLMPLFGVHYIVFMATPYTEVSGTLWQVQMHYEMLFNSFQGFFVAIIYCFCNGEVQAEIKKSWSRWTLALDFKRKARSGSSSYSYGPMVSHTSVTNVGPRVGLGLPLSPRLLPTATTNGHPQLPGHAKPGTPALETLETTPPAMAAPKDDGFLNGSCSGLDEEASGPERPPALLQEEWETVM
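HEK-293-derived GP2 cells expressing PTHR1 and a GloSensor cAMP reporter, 3,000/well, plated overnight, given luciferin plus IBMX (each 0.5 mM as added) for 1 h at 37 °C, then compound for 1 h at 37 °C. Luminescence was read after 15 min at room temperature.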
aSyn rescue – rescues yeast growth from alpha-synuclein toxicity; Yeast expressing alpha-synuclein, growth rescue, BacTiter-Glo, 24 h; Potency, µM (doses to about 46.1 µM), inactives show at the top dose growth rescue (activation), actives largely listed as activators; 0.14% of 370,000 active; AID 652106; further: potency means the concentration at half of the fitted maximal effect; % of control where 0% means no effect; nearly all actives have a fitted effect of over 65% in size
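Rescue of yeast growth: cells expressing toxic alpha-synuclein, induced in galactose at OD600 0.02, incubated with compound 24 h at 30 C. ATP luminescence quantified growth; inhibitors of toxicity appear as activators.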
An asterisk follows results filed as active; i = inactive; ? = inconclusive; . = no result given; [ ] = another dose, or the depositor's remark. Unless noted, the call rests on the fitted dose curve; in most records, active means well fitted curve in the direction sought with a large enough effect; inconclusive means small, poorly fitted or top-dose-only effect, or another doubt; inactive means no such curve, though single readings can be large; an effect the other way counts as inactive or inconclusive. A portion of the library; rates above refer to the full screens.

1) Cc1ccc(-c2nnn(CC(=O)NC(=O)NC3CCCCC3)n2)cc1
2) COc1ccc(-c2nc(NC(C)=O)sc2-c2ccc(OC)cc2)cc1
3) Cc1ccc(-n2nc(C)c3c(C)onc3c2=O)cc1
4) COC(=O)c1cc(S(=O)(=O)N2CCN(c3ccc(OC)cc3)CC2)cn1C
5) Cn1c(O)c(N=NC(=O)CNC(=O)/C=C/c2ccccc2)c2ccccc21
6) COc1ccc(-c2nc3nc(C)cc(Nc4cccc(C(F)(F)F)c4)n3n2)cc1
7) Cc1cc(C(F)(F)F)nc(SCC(=O)NC2=NC(=O)C(C)S2)n1 (stereo not given)
8) CCOC(=O)CN1C(=O)N[C@@H](c2ccco2)C(C(C)=O)=C1C

assay / entry	1	2	3	4	5	6	7	8
GLP1R inv ag	?	-27%	13%	24%	22%	0%	-15%	3%
GLP1R ag	0%	15%	-4%	-2%	3%	.	-1%	-3%
D3 antag	14	-24	-8	20	?	.	25	9
pAkt inh	i	i	i	i	i	.	i	i
TDP-43 yeast inh	17%	0%	-6%	5%	-17%	24%	1%	9%
FUS suppressor	7%	18%	9%	0%	?	-14%	3%	-20%
Abeta yeast res	?	-5%	-26%	-8%	3%	-7%	12%	-11%
PTHR1 agonist	-29%	-8%	i	-45%[inhibitor]	1%	i	i	i
aSyn rescue	25%	11%	-1%	4%	-1%	.	-1%	3%

9) O=C1/C(=C\c2ccc(Br)o2)SC(=Nc2ccccc2)N1c1ccccc1
10) O=C(c1[nH]c(C(F)(F)F)nc1-c1ccccc1)N1CCN(Cc2c(F)cccc2Cl)CC1
11) COc1ccc(C)cc1N(CC(=O)N1CCCCCC1)S(=O)(=O)c1ccccc1
12) C/C=C(\C)C(=O)Nc1cccc(C2=NOC3(C2)C[C@@H](C(N)=O)N(C(=O)/C(C)=C/C)C3)c1 (stereo not given in full)
13) O=S(=O)(/N=C(/c1ccccc1Cl)N1CCOCC1)c1ccccc1
14) O=C(NNC(=O)C1CCN(c2ncccn2)CC1)c1ccc(F)cc1
15) CC1C=Cc2ccccc2N1C(=O)c1ccccc1 (stereo not given)
16) CC(C)NC(=O)CN1CCC(c2nc3ccccc3[nH]2)CC1

assay / entry	9	10	11	12	13	14	15	16
GLP1R inv ag	-4%	8%	9%	2%	6%	8%	13%	-17%
GLP1R ag	-9%	3%	-1%	1%	3%	5%	-4%	-3%
D3 antag	-23	-15	-3	5	-23	3	-15	-2
pAkt inh	i	i	i	i	.	i	i	i
TDP-43 yeast inh	9%	27%	16%	14%	-2%	-5%	-2%	9%
FUS suppressor	31%	-17%	-5%	-8%	?	21%	-2%	-10%
Abeta yeast res	9%	-4%	11%	-6%	2%	-5%	15%	-30%
PTHR1 agonist	i	-16%	-47%	i	?	i	i	0%
aSyn rescue	3%	-13%	10%	0%	-10%	4%	5%	1%

17) COc1ccc(C(=S)N2CCCC2)cc1C
18) CCOc1cc(/C=N\NC(=O)OC(C)(C)C)ccc1OC(=O)c1ccco1
19) CN(CCO)c1cccc2c1S(=O)(=O)N[C@H](Cc1ccccc1)CO2
20) N#Cc1c2c(c(-c3ccco3)[nH]c1=O)CCCC2
21) CC(NC(=O)COC(=O)c1cc(=O)[nH]c2ccccc12)c1ccccc1 (stereo not given)
22) CC(C)Cc1nc2sc3c(SCC(N)=O)ncnc3c2c2c1CCC2
23) O=Cc1ccc(Oc2cccc(C(F)(F)F)c2)nc1
24) CCOC(=O)c1c(NC(=O)C2COc3ccccc3O2)sc(C(C)=O)c1C (stereo not given)

assay / entry	17	18	19	20	21	22	23	24
GLP1R inv ag	-4%	12%	8%	4%	1%	77%[activator]	8%	9%
GLP1R ag	0%	5%	-5%	2%	15%	19%	8%	3%
D3 antag	15	8	1	48	-11	-8	-1	34
pAkt inh	i	i	i	.	i	i	i	i
TDP-43 yeast inh	6%	11%	23%	-17%	-11%	-4%	-5%	-31%[inhibitor]
FUS suppressor	-8%	17%	-4%	32%	20%	-3%	-20%	39%
Abeta yeast res	?	3%	2%	18%	9%	-10%	6%	-2%
PTHR1 agonist	-9%[57.5 µM]	i	i	i	i	24%	i	-25%[57.5 µM]
aSyn rescue	-6%	-9%	6%	3%	1%	9%	0%	-7%

25) CCOc1cc(C=O)ccc1OCc1cc(=O)n2cc(C)ccc2n1
26) CN(C)S(=O)(=O)c1ccc(NC(=O)/C=C/c2ccccc2Cl)cc1
27) CC(NC(=O)CCc1nnc(-c2ccccc2)o1)c1ccccc1 (stereo not given)
28) O=C(Nc1ncccc1O)c1cccc(S(=O)(=O)NCc2ccccc2)c1
29) CC(=O)Nc1ccc(C(=S)NCC2(N(C)C)CCCCC2)cc1
30) N=c1c2c3c(sc2ncn1Nc1ccccc1)CCC3
31) O=C(N/N=C\c1ccc(Cl)s1)C1COc2ccccc2O1 (stereo not given)
32) CCN(C[C@H]1N[C@@](C)(C(=O)OC)[C@H]2C(=O)N(C)C(=O)[C@@H]12)C(=O)c1ccc(C(C)(C)C)cc1

assay / entry	25	26	27	28	29	30	31	32
GLP1R inv ag	28%	?	-1%	0%	?	19%	?	21%
GLP1R ag	3%	-3%	7%	-4%	4%	11%	4%	-4%
D3 antag	-6	-10	6	13	1	?	-6	11
pAkt inh	i	i	i	i	i	i	i	i
TDP-43 yeast inh	3%[9.22 µM]	-23%	5%	15%	0%	18%	18µM*	5%
FUS suppressor	13%	?	-3%	2%	13%	8%	-12%	14%
Abeta yeast res	1%	15%	5%	-1%	-12%	11%	?	6%
PTHR1 agonist	i	-78%[inhibitor]	i	-5%	i	-7%	i	i
aSyn rescue	2%	-3%	-6%	5%	0%	-4%	1%	3%

33) CCOc1ccc(NC(=O)COC(=O)C2COc3ccccc3O2)cc1 (stereo not given)
34) CC1CCCC(C)N1C(=O)CSc1nccc(=O)[nH]1 (stereo not given)
35) CCNC(=O)C1(C)CCCCN1Cc1ccc(C#N)cc1 (stereo not given)
36) Cc1nn(S(=O)(=O)c2ccc(F)cc2)c(C)c1S(=O)(=O)N1CCC(C)CC1
37) COc1ccc(S(=O)(=O)N[C@@H](CC(C)C)C(=O)O)cc1
38) Cc1c(CN2CCc3c([nH]c4ccccc34)C2CC(C)C)cnn1C (stereo not given)
39) CCCCN1CCC(=O)C(C(=O)OCC)=C1C(=O)OCC
40) COc1ccc(-c2cc(C(=O)NN3CCOCC3)c3ccccc3n2)cc1OC

assay / entry	33	34	35	36	37	38	39	40
GLP1R inv ag	-9%	0%	24%	5%	6%	-12%	1%	85%[activator]
GLP1R ag	5%	-5%	9%	0%	0%	12%	2%	5%
D3 antag	17	-9	0	.	8	-6	-24	-17
pAkt inh	i	i	i	.	i	i	i	i
TDP-43 yeast inh	9%	-13%	20%	27%	-5%	11%	2%	-1%
FUS suppressor	-6%	-12%	-9%	-1%	5%	-4%	-21%	23%
Abeta yeast res	3%	-11%	-10%	-1%	-9%	6%	7%	5%
PTHR1 agonist	i	-42%	-5%	-22%	-12%[57.5 µM]	?	-16%	i
aSyn rescue	3%	-8%	7%	.	22%	-5%	-4%	-1%

Random excerpt: 4 compounds from above
20) N#Cc1c2c(c(-c3ccco3)[nH]c1=O)CCCC2
5) Cn1c(O)c(N=NC(=O)CNC(=O)/C=C/c2ccccc2)c2ccccc21
36) Cc1nn(S(=O)(=O)c2ccc(F)cc2)c(C)c1S(=O)(=O)N1CCC(C)CC1
12) C/C=C(\C)C(=O)Nc1cccc(C2=NOC3(C2)C[C@@H](C(N)=O)N(C(=O)/C(C)=C/C)C3)c1 (stereo not given in full)

assay / entry	20	5	36	12
GLP1R inv ag	4%	22%	5%	2%
GLP1R ag	2%	3%	0%	1%
D3 antag	48	?	.	5
pAkt inh	.	i	.	i
TDP-43 yeast inh	-17%	-17%	27%	14%
FUS suppressor	32%	?	-1%	-8%
Abeta yeast res	18%	3%	-1%	-6%
PTHR1 agonist	i	1%	-22%	i
aSyn rescue	3%	-1%	.	0%

Additional results.
41) O=C(CN(C(=O)C1CSC(=O)C1)c1cccc(F)c1)NCc1ccc2c(c1)OCO2 (stereo not given)
42) CC(C)(C)OC(=O)C[C@@H]1C/C=C\C[C@@H](CC(=O)NCCO)C(=O)NC[C@@H](c2ccccc2)OC1=O
43) O=S(=O)(Nc1ccccc1)c1cccc2nonc12
44) O=C(c1ccco1)N1CCN(C(c2ccccc2Cl)c2nnnn2CC2CCCO2)CC1 (stereo not given)
45) COc1ccc(OC)c(C(=O)Cn2nnc3ccccc3c2=O)c1

assay / entry	41	42	43	44	45
GLP1R inv ag	5%	-8%	0%	5%	0%
GLP1R ag	7%	6%	1%	2%	-8%
D3 antag	3	-63*	?	-14	12
pAkt inh	i	i	i	i	i
TDP-43 yeast inh	11%	8%	-13%	-5%	-11%
FUS suppressor	-17%	0%	10%	7%	3%
Abeta yeast res	-2%	-9%	-10%	1%	11%
PTHR1 agonist	i	i	-12%	i	-13%
aSyn rescue	2%	-11%	2%	-2%	4%

From compound 44 to 45, copied from above:
44) O=C(c1ccco1)N1CCN(C(c2ccccc2Cl)c2nnnn2CC2CCCO2)CC1 (stereo not given)
45) COc1ccc(OC)c(C(=O)Cn2nnc3ccccc3c2=O)c1

assay / entry	44	45
GLP1R inv ag	5%	0%
GLP1R ag	2%	-8%
D3 antag	-14	12
pAkt inh	i	i
TDP-43 yeast inh	-5%	-11%
FUS suppressor	7%	3%
Abeta yeast res	1%	11%
PTHR1 agonist	i	-13%
aSyn rescue	-2%	4%

Bioassay records deposited in PubChem BioAssay by National Center for Advancing Translational Sciences (NCATS).
